# RGS7-Gao – regulators of human RGS7-Galphao interaction; 220,000 compounds, 0.35% hits; Multiplexed bead flow cytometry, RGS7-Galphao binding; actives lie on both sides; P09471; AID 1439; binding response (% of control), % at 10 µM; in the data active = binding response below about 49% or above about 150%; inconclusive = no clear call, values can overlap the other calls; inactive = in between;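 note: fluorescent Galphao held in activated GDP-AlF4 state binding bead-coupled RGS7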
# GSH bead fluor – compound fluoresces at 488/530 nm on GSH beads | GSH beads flow cytometry, compound fluorescence 488/530 nm; stronger effect = higher value | 190,000 compounds, 0.25% hits | fluorescence (KMESF) at 10 µM; in the data active = fluorescence above about 89;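 note: glutathione beads carrying GST-tagged Bcl family fusion proteins plus one bare bead set; values are compound well signal with DMSO vehicle wells as background; inactives centre near 16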
# Mcl1 Bid PPI – Mcl-1/Bid interaction inhibition; Q07820; TR-FRET Mcl-1/Bid-Dy647 peptide binding, 1536-well; inhibition, % at 21.7 µM; 220,000 compounds, 0.97% hits; AID 1021;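 active = compounds that cut the binding signal by more than half at the single screening dose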;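 note: His-tagged Mcl-1 with europium anti-His antibody binding Bid BH3 peptide; 0% = Mcl-1 plus peptide wells and 100% = peptide-only wells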
# Target sequence (Q07820 whole entry, looked up): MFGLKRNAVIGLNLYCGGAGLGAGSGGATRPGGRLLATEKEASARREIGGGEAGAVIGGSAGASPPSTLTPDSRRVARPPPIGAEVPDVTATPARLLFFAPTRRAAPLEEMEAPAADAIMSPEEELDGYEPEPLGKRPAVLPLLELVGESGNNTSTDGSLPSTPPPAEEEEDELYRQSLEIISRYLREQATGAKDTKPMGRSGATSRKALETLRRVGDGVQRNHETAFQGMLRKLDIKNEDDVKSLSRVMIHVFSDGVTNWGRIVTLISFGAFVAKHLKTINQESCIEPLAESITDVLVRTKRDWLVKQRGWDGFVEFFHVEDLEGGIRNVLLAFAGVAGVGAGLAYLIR
# Bim-Bcl-W – disrupts Bim peptide binding to human Bcl-W | 190,000 compounds, 0.02% hits | bead-based flow cytometry | Q92843 | AID 952 | inhibition, % at 10 µM;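 note: 0% = bound tracer without compound and 100% = peptide blocker; higher means less fluorescent Bim peptide bound to Bcl-W beads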
# Target sequence (Q92843 whole entry, looked up): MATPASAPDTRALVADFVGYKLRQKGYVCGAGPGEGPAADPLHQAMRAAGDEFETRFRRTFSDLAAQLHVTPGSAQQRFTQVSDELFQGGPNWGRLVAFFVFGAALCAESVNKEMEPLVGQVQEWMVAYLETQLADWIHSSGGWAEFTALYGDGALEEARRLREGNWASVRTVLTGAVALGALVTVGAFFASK
# RGS4-Gao reg – human RGS4-Galphao interaction regulation; P09471; binding response (% of control), % at 10 µM; 220,000 compounds, 0.33% hits; Multiplexed bead flow cytometry, RGS4-Galphao binding; actives lie on both sides; AID 1415; in the data active = binding response below about 49% or above about 150%; inactive = in between;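 note: fluorescent Galphao activated with aluminum fluoride binding bead-coupled RGS4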
# Bim-Bcl-B – disrupts Bim peptide binding to human Bcl-B. inhibition, % at 10 µM. AID 951. bead-based flow cytometry. Q9HD36. 190,000 compounds, 0.073% hits;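 note: 0% = tracer peptide without compound and 100% = reference inhibitor peptide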
# Target sequence (Q9HD36 whole entry, looked up): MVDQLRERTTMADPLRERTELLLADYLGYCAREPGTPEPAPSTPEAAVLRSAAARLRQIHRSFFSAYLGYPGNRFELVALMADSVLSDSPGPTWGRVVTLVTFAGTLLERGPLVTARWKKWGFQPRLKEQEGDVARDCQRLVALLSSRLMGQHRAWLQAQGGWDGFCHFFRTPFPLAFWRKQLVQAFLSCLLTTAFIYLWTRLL
# Bim-Bcl-2 – human Bim-Bcl-2 interaction inhibition. P10415. Bead-based flow cytometry, Bim peptide-Bcl-2 binding. inhibition, % at 10 µM. 190,000 compounds, 0.06% hits. AID 950; in the data active = inhibition above about 40%; inconclusive = no clear call, values can overlap the other calls;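 note: 0% = no compound wells with probe peptide and 100% = reference peptide inhibitor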
# Bcl-XL Bim block – disrupts Bim peptide binding to human Bcl-XL; AID 1007; 190,000 compounds, 0.04% hits; bead flow cytometry, fluorescence; inhibition, % at 10 µM
# Target sequence (Q07817 whole entry, looked up): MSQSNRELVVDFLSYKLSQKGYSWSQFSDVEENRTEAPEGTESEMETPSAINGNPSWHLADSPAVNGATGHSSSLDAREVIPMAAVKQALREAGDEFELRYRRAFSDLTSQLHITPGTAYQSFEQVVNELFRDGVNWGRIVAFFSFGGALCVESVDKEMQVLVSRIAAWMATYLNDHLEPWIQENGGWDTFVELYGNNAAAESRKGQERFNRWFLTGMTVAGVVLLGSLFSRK
# Bfl-1 Bim block – inhibitors of Bim-Bfl-1 interaction, human | Bead-based flow cytometry, Bim-Bfl-1 binding inhibition | inhibition, % at 10 µM | 190,000 compounds, 0.12% hits | AID 1008;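 note: 0% = wells without compound plus tracer and 100% = blocker peptide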
# Mcl-1 Bim block – disrupts Bim peptide binding to human Mcl-1 | inhibition, % at 10 µM | 190,000 compounds, 0.1% hits | Bead-based flow cytometry, Bim peptide-Mcl-1 binding | Q07820;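 note: 0% = no compound tracer wells and 100% = peptide blocker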
# RGS8-Gao reg – human RGS8-Galphao interaction regulation; AID 1423; multiplexed bead flow cytometry, RGS8-Galphao binding; actives lie on both sides; 220,000 compounds, 0.34% hits; P09471; response (percent of control binding), % at 10 µM; in the data active = response below about 60% or above about 140%; inactive = in between;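 note: Galphao activated as the GDP aluminium fluoride complex binding bead-coupled RGS8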
# Starred values were filed as active, the others as inactive; ? = inconclusive. Cut-off read from the data, not from the text of the source, unless noted: active = inhibition above about 40%.
SMILES,RGS7-Gao,GSH bead fluor,Mcl1 Bid PPI,Bim-Bcl-W,RGS4-Gao reg,Bim-Bcl-B,Bim-Bcl-2,Bcl-XL Bim block,Bfl-1 Bim block,Mcl-1 Bim block,RGS8-Gao reg
O=C(CN1C(=O)c2ccccc2S1(=O)=O)NC1CC2CCC1C2 (stereo not drawn),96,26,-14,0,88,-6,-6,-1,-9,-2,98
Cc1ccc(S(=O)(=O)C(CCC(=O)c2ccc(Cl)cc2)C(N)=O)cc1 (stereo not drawn),102,21,-4,0,103,0,0,-2,0,0,103
O=C(CCc1nnc(CCCc2ccccc2)o1)NCC(F)(F)F,100,15,-16,-1,102,-2,-4,-3,-6,0,102
N#C/C(=N\Nc1ccc(Cl)cc1)C(=N)N1CCCCCC1,?,15,2,0,97,-1,0,-1,-3,-2,100
CSc1nnc(-c2ccc(F)cc2)o1,98,16,0,-3,97,-1,-1,-1,-3,-3,94
O=C(Nc1nc2ccccc2s1)c1ccc(OCC2CCCO2)cc1 (stereo not drawn),102,17,-7,-6,103,-11,-7,-6,-16,0,103
COc1ccc(NC(=O)c2cc([N+](=O)[O-])ccc2N2CCN(C)CC2)cc1,103,14,-21,-1,101,-4,-4,-3,-9,1,105
Cc1nc2ccccc2cc1OCc1ccc(F)cc1,104,16,-19,0,101,0,0,-2,1,0,101
O=C(Cn1cnc2cc([N+](=O)[O-])ccc2c1=O)Nc1cccc(S(=O)(=O)N2CCOCC2)c1,96,10,-6,-1,98,-7,-2,0,-5,-2,98
S=C(NCc1ccccc1)N1CCn2cccc2C1c1ccncc1 (stereo not drawn),98,23,-49,-3,98,-8,0,-4,-2,-2,93
CN(C)S(=O)(=O)c1ccc(C(=O)Nc2nnc(SCc3ccccc3)s2)cc1,96,6,-1,-1,94,-5,0,-4,2,0,91
C=CCNc1sc(C(=O)c2ccc(Br)s2)c(N)c1C#N,106,9,-25,2,118,-6,3,3,2,4,113
CCOc1ccc(NS(=O)(=O)c2ccc(NC(=S)NC(=O)C(C)C)cc2)cc1,101,25,-38,-1,102,0,-1,-1,-2,0,98
Cc1cc(C)cc(OC(=O)N2CCOCC2)c1,104,18,-20,-1,103,0,2,0,-1,1,104
COC(=O)c1cn[nH]c1NC(=S)Nc1ccc(Cl)c(Cl)c1,99,22,-8,-1,101,-14,-11,-10,-14,-7,101
O=C(NCc1ccc2c(c1)OCO2)C(C(=O)c1ccccc1)n1cc(Cl)ccc1=O (stereo not drawn),98,11,-22,0,103,-3,-9,0,-16,0,101
CCN1C(=O)CSC1=NC12CC3CC(CC(C3)C1)C2,109,44,8,0,107,-8,-8,-3,-8,-1,103
COc1ccc(Br)cc1C(=O)Nc1ccc(C(=O)O)cc1,99,16,2,-2,97,4,0,0,1,-7,100
O=C(c1ccc([N+](=O)[O-])cc1)N1CCC(n2nnc3cc(F)ccc32)CC1,101,11,9,0,100,0,0,0,-3,-2,100
Cc1ccc(S(=O)(=O)C2(C(=O)Nc3cccc(F)c3)CC2)cc1,105,18,-5,0,105,-5,-6,-4,-8,-3,104

# Arranged by the number under Bim-Bcl-W (falling): 3 of the compounds above
SMILES,RGS7-Gao,GSH bead fluor,Mcl1 Bid PPI,Bim-Bcl-W,RGS4-Gao reg,Bim-Bcl-B,Bim-Bcl-2,Bcl-XL Bim block,Bfl-1 Bim block,Mcl-1 Bim block,RGS8-Gao reg
C=CCNc1sc(C(=O)c2ccc(Br)s2)c(N)c1C#N,106,9,-25,2,118,-6,3,3,2,4,113
O=C(NCc1ccc2c(c1)OCO2)C(C(=O)c1ccccc1)n1cc(Cl)ccc1=O (stereo not drawn),98,11,-22,0,103,-3,-9,0,-16,0,101
O=C(Cn1cnc2cc([N+](=O)[O-])ccc2c1=O)Nc1cccc(S(=O)(=O)N2CCOCC2)c1,96,10,-6,-1,98,-7,-2,0,-5,-2,98

# Later entries:
SMILES,RGS7-Gao,GSH bead fluor,Mcl1 Bid PPI,Bim-Bcl-W,RGS4-Gao reg,Bim-Bcl-B,Bim-Bcl-2,Bcl-XL Bim block,Bfl-1 Bim block,Mcl-1 Bim block,RGS8-Gao reg
O=[N+]([O-])c1cc(C(F)(F)F)cc([N+](=O)[O-])c1N1CCCNCC1,91,14,-30,0,97,0,2,0,0,1,101
COc1ccc(NC(=O)C2CCCN(S(=O)(=O)c3cccc4cccnc34)C2)cc1 (stereo not drawn),104,20,-11,1,104,-3,-2,-2,-9,1,106
O=C(Cc1ccccc1)N/N=C/c1ccc(OCC(=O)Nc2ccccc2)cc1,97,24,1,0,99,-3,-1,-7,-2,0,96
COc1cccc(C(=O)O/N=C(\N)c2ccncc2)c1OC,102,16,-13,-4,100,-5,-3,-6,-11,-4,102
Cc1ccc(Nc2nc(C)cs2)cc1,98,14,-48,0,99,-13,-4,-2,-3,29,102
COc1ccc(NC(=O)C(=O)NCCN2CCN(C(=O)C(c3ccccc3)c3ccccc3)CC2)cc1,100,38,-33,0,101,-10,-11,-13,-17,-3,100
COc1cccc2c1OCC([C@@H]1C[C@H]3CN(Cc4cccc(Cl)c4)C(=O)[C@]34CCCN14)=C2,101,8,1,1,93,-3,2,0,-3,0,98
COc1ccc2c(c1)OC(O)(C(F)F)CC2=O (stereo not drawn),101,29,6,0,101,-6,-4,-6,-7,0,103
C=CCNC(=S)NNC(=O)CCC(O)COCCC(C)C (stereo not drawn),93,16,-22,-1,92,-8,-5,-4,-5,-3,101
COCCn1c(SCC(=O)NC(=O)NC(C)C)nc2ccccc21,102,17,-7,0,100,0,0,0,-1,-5,100
CN1CCN(S(=O)(=O)c2ccc(C(=O)Nc3ccccc3)cc2)CC1,100,27,-14,0,103,-4,-7,7,-14,1,105
Cc1ccc(NC(=O)Nc2ccc(Cl)cn2)cc1,105,12,-33,4,102,0,0,1,4,-3,103
CCn1c(=O)cc(OCC(=O)NCCc2cccc(C)c2)c2ccccc21,83,13,-11,-1,87,-5,0,-1,0,0,91
COc1ccccc1N=Nc1[nH]c2ccc(C)cc2c1O,103,7,-10,-1,101,-4,-1,-4,0,-1,102
Cc1nnc(SCC(=O)Nc2ccc(-c3nc4ccccc4s3)cc2)s1,97,5,-9,0,100,-1,3,-3,2,0,103
O=C(c1ccc2c(c1)OCO2)C1CCCN(Cc2cn[nH]c2-c2ccccc2)C1 (stereo not drawn),99,9,-2,-5,100,0,1,0,0,-5,100
CCOC(=O)N1CCN(Cc2cc(=O)oc3cc4c(cc23)CCC4)CC1,98,28,5,-2,101,-8,-6,-4,-9,-4,102
CCOc1ccc(CSCCNC(=S)Nc2ccccc2)cc1,100,19,-61,-8,102,-2,-11,-10,-8,-16,107
Cc1ccc(Cn2nc(C)c(NC(=O)c3nn(C)cc3Cl)c2C)cc1,97,15,-7,-4,99,-4,-3,-8,-1,-2,101
O=S(=O)(c1ccccc1)N1CCN(Cc2ccccc2C(F)(F)F)CC1,100,12,83*,-3,99,-8,-7,-4,-17,0,100
CCSc1nnc(NC(=O)NCC(F)(F)F)s1,100,50,-7,0,99,-6,-5,-4,-6,-2,97
CCCCS(=O)(=O)NC1=NCN(CC)CN1,103,7,-14,0,103,-2,-5,-4,-2,-1,104
S=C(Nc1ccccc1)Nc1cccc(Br)c1,?,10,-37,1,100,-1,-1,-2,-4,0,99
COc1cccc(-c2csc(N3CCN(C(=O)Nc4ccc(Cl)cc4)CC3)n2)c1,98,18,-9,3,96,-8,1,0,2,0,99
CCN(CC)c1ccc(C(=O)NC(=S)Nc2cc(S(=O)(=O)N3CCOCC3)ccc2-n2cncn2)cc1,94,5,-9,-2,92,-10,1,-5,1,-3,81
C(=N\Nc1nc2ccccc2[nH]1)/c1cccs1,101,11,-55,-3,102,-23,-3,-2,5,-2,100
CCOC(=O)c1c(NC(=O)CSc2nnc3c(Cl)cc(Cl)cn23)sc2c1CCC2,93,12,-31,-3,93,-8,-8,-8,-9,-3,97
CC1(C)CC(=O)c2cc(OCC(=O)N3CCOCC3)ccc2O1,98,9,-1,2,100,5,6,1,3,5,102
COc1cccc(CNCc2ccc(SC)cc2)c1OC,103,6,-9,1,101,-4,-7,-3,-5,3,102
CC1=C(C(=O)O)N2C(=O)C(NC(=O)c3ccn(C)n3)C2SC1 (stereo not drawn),104,9,-3,3,100,-7,0,0,3,2,102
CCOC(=O)C(NC(=O)c1ccccc1OCC)(Nc1ncccn1)C(F)(F)F (stereo not drawn),98,42,-8,-4,100,-10,-9,-3,-16,-3,101
Cc1[nH]c(=O)[nH]c(=O)c1CSCC(=O)OCC(=O)c1ccc(Br)cc1,96,20,-22,-7,98,-5,-2,-7,-4,-1,100
COc1ccc(Br)cc1-c1noc(-c2ccccc2F)n1,105,11,-7,0,100,-7,-4,-3,-13,3,103
CCOC(=O)c1cccc(NC(=O)C2CCCN(S(=O)(=O)c3c(C)n[nH]c3C)C2)c1 (stereo not drawn),104,24,-14,1,107,-4,-5,1,-1,-3,101
COc1ccccc1CNC(=O)CN(c1ccc(C)cc1)S(=O)(=O)c1c(C)nn(C)c1C,102,15,-35,8,104,-7,-4,5,-2,4,104
COc1ccc(CC/C(=N\O)C2(O)CCCCC2)cc1,96,35,-23,-3,97,-10,-7,-6,-13,-2,100
O=C(CCCSc1nc2ccccc2[nH]1)Nc1nnc(C2CC2)s1,98,26,-32,0,98,0,0,0,0,5,102
COc1ccc(C(=O)CCC(=O)O)c(C)c1,98,42,-14,1,105,-5,-7,-3,-10,1,102
COc1ccc(NC(=O)C2=Cc3cccc(OC)c3OC2)cc1,104,12,-48,1,99,0,1,0,0,-1,100
Cc1ccc(C2(C)NC(=O)N(CC(=O)Nc3cc(C)on3)C2=O)cc1 (stereo not drawn),102,17,-26,-9,98,-3,-8,-6,-4,-5,102
O=C(O)/C=C/C(=O)Nc1cccnc1,101,11,4,-1,105,-2,-4,-8,-2,-6,104
CC1CCc2sc3ncn4nc(C(=O)NCc5ccco5)nc4c3c2C1 (stereo not drawn),97,16,-7,-3,100,-5,0,-4,-1,-6,97
CCOC(=O)C1C(=O)CC(C)(O)C(C(=O)OCC)C1c1ccc(NC(C)=O)cc1 (stereo not drawn),86,15,-12,2,84,0,1,2,5,0,72
O=C(CSc1cn(CC(=O)N2CCCC2)c2ccccc12)NCC1CCCO1 (stereo not drawn),100,11,-23,-1,100,-3,-4,-1,-3,-5,101
COC(=O)Nc1ccc(NC(C)=O)cc1,102,13,-16,-2,102,-1,-2,0,-1,-1,103
COc1ccc(Cn2nnc3c(=O)[nH]c(C(=O)NCCc4ccc(F)cc4)nc32)cc1OC,100,17,-22,1,100,-3,-9,-2,-12,2,100
Cc1ccccc1C(=O)NNc1ccc([N+](=O)[O-])cc1,99,17,-5,-3,98,-12,-5,-1,2,-1,100
Cc1cccc(-n2c(SCN3C(=O)c4ccccc4C3=O)nc3ccccc3c2=O)c1,93,12,8,-2,95,-8,-1,-5,-2,-2,100
Cc1nn(CCCC(=O)NCc2ccccc2)c(C)c1[N+](=O)[O-],102,4,-11,-6,104,-5,2,-8,-1,-6,104
Cc1ccc(C(=O)c2ccc([N+](=O)[O-])cc2)c(C)c1,95,23,-1,0,98,-3,-2,-3,-1,0,96
S=C(NCc1ccc(Cl)cc1)NC1CCCCC1,101,10,-63,-1,105,-4,0,-6,0,-2,103
Cc1ccn(C(=O)c2ccc(NC(=O)CC(C)C)cc2)n1,103,15,-11,-1,104,0,-2,0,-4,1,101
O=[N+]([O-])c1cc(S(=O)(=O)Nc2cccc(C(F)(F)F)c2)ccc1-n1nnc2ccccc21,110,34,36,-1,110,-9,-9,-11,-13,0,105

# Compound activity (PubChem)
